Assay outcomes deposited in PubChem by National Center for Advancing Translational Sciences (NCATS).
Pol kappa inh – blocks human DNA polymerase kappa activity; purified Pol kappa, fluorescent DNA synthesis assay, 10 min; Potency, µM (titrated, usually from 107 µM), inactives show top-dose activity, negative = inhibition, usual class: inhibitors; 400,000 compounds, 0.53% hits; AID 588579; Q9UBT6; further: on the % scale 0 is the no-effect control and ±100 the full control effect
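Enzyme at 10 nM met test compounds for 15 min at room temperature. Substrate addition (50 nM final) began the reaction, which was monitored by fluorescence at 0 and 10 min.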
POLI inh – blocks human DNA polymerase iota activity; AID 588590; Potency, µM (top dose mostly 115 µM), inactives show top-dose activity, negative = inhibition, hits mostly inhibitors; Pol iota fluorescent replication assay, 10 min; 390,000 compounds, 1% hits
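Fluorescent replication assay read twice, at 0 min and 10 min after adding 50 nM (final) substrate. Enzyme (10 nM) and compounds were first incubated 15 min at room temperature; enzyme-free buffer wells were negative controls.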
BLM helicase inh – Bloom syndrome helicase (human) inhibition. P54132. recombinant BLM DNA unwinding, fluorescence dequenching. Potency, µM (series often up to 56.1 µM), for inactives: at the highest dose activity change, negative = inhibition, most hits filed as inhibitors. 350,000 compounds, 0.2% hits. AID 2528;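 further: plate controls were vehicle for no effect and no enzyme for full effect; nearly all actives have a fitted effect of over 35% in size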
APEX1 inh – APE1 (human) endonuclease inhibition; P27695; recombinant APE1, TAMRA/BHQ-2 abasic DNA cleavage fluorescence; Potency, µM (doses to about 65.8 µM), for inactives: top-dose activity change, negative = inhibition, hits mostly inhibitors; 350,000 compounds, 0.35% hits; AID 2517;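 further: plate controls were vehicle for no effect and reference inhibitor for full effect; nearly all actives have a fitted effect of over 55% in size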
Target sequence (P27695 whole entry, looked up): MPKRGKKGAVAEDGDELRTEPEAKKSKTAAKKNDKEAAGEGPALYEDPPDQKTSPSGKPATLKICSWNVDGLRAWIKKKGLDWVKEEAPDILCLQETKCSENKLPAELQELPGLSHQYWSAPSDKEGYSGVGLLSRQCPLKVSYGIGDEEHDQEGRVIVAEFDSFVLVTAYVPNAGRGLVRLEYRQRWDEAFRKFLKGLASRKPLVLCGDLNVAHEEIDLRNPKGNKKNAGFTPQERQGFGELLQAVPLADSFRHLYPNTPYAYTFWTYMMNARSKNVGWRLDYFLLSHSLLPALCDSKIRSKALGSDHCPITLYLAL
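Measures dequenching upon AP-site incision of a 5'-TAMRA/3'-BHQ-2 THF-containing duplex, 50 nM; human APE1 0.75 nM after 15 min room-temperature exposure to compound; kinetic three-point read at one-minute spacing.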
Pol beta inh – inhibitors of human DNA polymerase beta | AID 485314 | Pol beta primer extension/strand displacement, fluorescence kinetic | 340,000 compounds, 1.3% hits | Potency, µM (top dose mostly 114 µM), for the others: at the highest dose activity change, negative = inhibition, most hits filed as inhibitors; further: on the % scale 0 is the no-effect control and ±100 the full control effect
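10 nM enzyme + cpd, 15 min RT; start with substrate 50 nM final; read 0 min and after 10 min RT. Corrected, normalized data; 4-parameter Hill curve fit.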
Pol eta inh – blocks human DNA polymerase eta activity. 390,000 compounds, 1.2% hits. Potency, µM (series often up to 114 µM), for the others: top-dose activity change, negative = inhibition, most hits filed as inhibitors. recombinant Pol eta, fluorescent DNA replication assay. Q9Y253; further: on the % scale 0 is the no-effect control and ±100 the full control effect
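Pol eta (10 nM) was preincubated with compounds for 15 min at room temperature, after which fluorescent replication substrate (50 nM final) was added to start the reaction. Fluorescence was read kinetically at 0 and 10 min.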
G9a inh – blocks human histone lysine methyltransferase G9a. Q96KQ7. G9a H3K9 monomethylation, AlphaScreen, 2 h. Potency, µM (series often up to 102 µM), without a hit: at the highest dose activity, negative = inhibition, most hits filed as inhibitors. 350,000 compounds, 8.8% hits; further: on the % scale 0 is the no-effect control and ±100 the full control effect; nearly all actives have a fitted effect of over 75% in size
Target sequence (Q96KQ7 913-1193 limits assumed): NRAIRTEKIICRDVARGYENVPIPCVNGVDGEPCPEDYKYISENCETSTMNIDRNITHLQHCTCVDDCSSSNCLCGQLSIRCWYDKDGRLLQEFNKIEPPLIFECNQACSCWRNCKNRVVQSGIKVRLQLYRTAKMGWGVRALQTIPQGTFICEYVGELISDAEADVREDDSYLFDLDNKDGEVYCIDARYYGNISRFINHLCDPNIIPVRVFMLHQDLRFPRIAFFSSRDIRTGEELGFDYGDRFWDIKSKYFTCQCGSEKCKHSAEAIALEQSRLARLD
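G9a (20 nM) was preincubated 15 min with compound, then reacted 2 h at room temperature with 500 nM biotin-H3K9 peptide and 20 µM SAM. Monomethyl-H3K9 detected by AlphaScreen using anti-H3K9me1 antibody.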
Apoferritin bind – candidate novel general anesthetic via apoferritin binding. P02791. apoferritin/1-aminoanthracene competitive binding, fluorescence. Potency, µM (doses to about 77.5 µM), inactives show top-dose activity change, negative = displacement, actives largely listed as inhibitors. 350,000 compounds, 0.074% hits. AID 485281; further: on the % scale 0 is the no-effect control and ±100 the full control effect; nearly all actives have a fitted effect of over 20% in size
Target sequence (P02791 2-175 limits assumed): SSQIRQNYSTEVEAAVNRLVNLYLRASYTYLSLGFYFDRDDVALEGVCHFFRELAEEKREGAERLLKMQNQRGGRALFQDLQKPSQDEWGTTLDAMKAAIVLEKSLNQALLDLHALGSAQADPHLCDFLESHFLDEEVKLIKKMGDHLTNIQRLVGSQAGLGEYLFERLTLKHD
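10 uM apoferritin + 50% sat. 1-AMA, PBS; cpd 10 min RT; Ex380/Em535 endpoint; normalized to free probe vs complex; 4-param Hill fit; propofol titration as pos. ctrl.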
BAZ2B inh – inhibitors of human BAZ2B bromodomain; Q9UIF8; AlphaScreen BAZ2B-H3K14Ac peptide displacement; Potency, µM (highest dose often 114 µM), for the others: at the top dose activity change, negative = inhibition, hits mostly inhibitors; 360,000 compounds, 4.4% hits; AID 504333; further: on the % scale 0 is the no-effect control and ±100 the full control effect; nearly all actives have a fitted effect of over 60% in size
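AlphaScreen luminescence quantifies BAZ2B engagement of H3K14Ac peptide; the protein and biotinylated peptide are both at 50 nM final, buffer PBS pH 7.4 with 0.01% Tween-20, all steps at room temperature.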
* marks the source's active call; other numbers are inactive results; ? = inconclusive; / = no result given; [ ] = another dose, or the depositor's remark. The call rests on the fitted dose curve; in most records, active means well fitted curve in the direction sought with a large enough effect; inconclusive means small, poorly fitted or top-dose-only effect, or another doubt; inactive means no such curve, though single readings can be large; an effect the other way counts as inactive or inconclusive. Potency means the concentration at half of the fitted maximal effect. Not all compounds are listed (hit frequency here may not be typical).

SMILES	Pol kappa inh	POLI inh	BLM helicase inh	APEX1 inh	Pol beta inh	Pol eta inh	G9a inh	Apoferritin bind	BAZ2B inh
O=C(O)CC(CC(=O)O)c1ccsc1	-16%	39%[activator]	/	8%	/	-3%	8%[0.501 µM]	/	6%
Nc1ccccc1S(=O)(=O)C(F)F	2%	-16%	-1%	-2%	2%	-10%	/	9%	5%
Cc1cc(C)n2ncc(C(=O)NCc3cccnc3)c2n1	1%	6%	0%	0%	13%	-4%	8%[2.33 µM]	-10%	3%
O=C(NC1CCCCC1)c1ccc(CS(=O)Cc2ccccc2Cl)o1 (stereo unspecified)	-2%	-16%	3%	17%	-17%	-7%	1%	7%	-16%
COc1ccc(C(=O)C2CCCN(C(=O)C3=CCCC3)C2)c(C)c1 (stereo unspecified)	-3%	19%	-1%	-2%	10%	-9%	17%[12.7 µM]	-14%	-17%
Cc1ccc(NC(=O)CSc2nnnn2-c2cccnc2)c(C)c1	2%	67%[activator]	1%	19%[12.4 µM]	2%	-21%	-10%[59 µM]	-4%	5%
CCOC(=O)C1(Cc2ccccc2)CCN(Cc2cnn(C(C)C)c2)CC1	-1%	35%[activator]	-2%	-6%	-2%	-13%	-5%	-2%	0%
O=C1OC(CN2CCOCC2)CN1N=Cc1ccc([N+](=O)[O-])o1 (stereo unspecified)	-19%	?	/	5%	/	-10%	-26%[59 µM]	/	4%
Cc1ccc(/C=N/NC(=O)c2c[nH]c3ccccc23)s1	-23%	-6%	-14%	-3%	-1%	-6%	23%[0.501 µM]	-16%	-9%
Cc1ccc(CNCC(=O)Nc2ccc(C)cc2Br)cc1	-11%	148%[activator]	-3%	-6%	-1%	-9%	?	-9%	13%
CC(=O)c1ccc(NC(=S)N(C)C2CCN(C)CC2)cc1	7%	-10%	-2%	-2%	3%	-13%	-20%[59 µM]	-7%	1%
COC(=O)c1ccc(N2C(=O)CC(N3CCOCC3)C2=O)cc1 (stereo unspecified)	-3%	2%	-1%	28%	12%	0%	79µM*	-7%	11%
Cc1ccccc1NC(=O)Cn1cccc1	-1%	34%[activator]	-3%	15%	30%	-6%	?	-7%	-7%
Cc1ccnc(NC(=O)c2ccc(Cl)cc2Cl)n1	/	/	3%	-1%	3%	/	/	-2%	-7%
O=C(N/N=C\c1c(F)c(F)c(F)c(F)c1F)c1ccc(-c2ccccc2)cc1	-1%	3%	-11%	16%	33%	-8%	-4%	-3%	-13%
O=C(Nc1ccccc1O)c1ccc2c(c1)C(=O)N(Cc1ccco1)C2=O	-21%	?	-10%	8%	?	-18%	-13%	-9%	-20%
C1CCN=C(NC23CC4CC(CC(C4)C2)C3)CC1	/	/	4%	-5%	2%	/	-16%	6%	0%
COc1c(C)cc(S(=O)(=O)NCCN2CCOCC2)c(C)c1C	6%	28%	-3%	-7%	25%	-22%	27%	-9%	?
CN(C1CCS(=O)(=O)C1)S(=O)(=O)c1ccccc1 (stereo unspecified)	3%	9%	-4%	6%	11%	-17%	/	-8%	-9%
Cc1nc(-n2nc(C)c(Cc3ccccc3Cl)c2C)sc1C(=O)N1CCC(C)CC1	8%	-5%	-8%	/	?	11%	-1%[59 µM]	-5%	-13%

Single records (already shown). Order of values: Pol kappa inh | POLI inh | BLM helicase inh | APEX1 inh | Pol beta inh | Pol eta inh | G9a inh | Apoferritin bind | BAZ2B inh
Results for `Cc1nc(-n2nc(C)c(Cc3ccccc3Cl)c2C)sc1C(=O)N1CCC(C)CC1` : 8% | -5% | -8% | / | ? | 11% | -1%[59 µM] | -5% | -13%
Results for `Cc1ccc(/C=N/NC(=O)c2c[nH]c3ccccc23)s1` : -23% | -6% | -14% | -3% | -1% | -6% | 23%[0.501 µM] | -16% | -9%
Results for `O=C(N/N=C\c1c(F)c(F)c(F)c(F)c1F)c1ccc(-c2ccccc2)cc1` : -1% | 3% | -11% | 16% | 33% | -8% | -4% | -3% | -13%

Continuation:
SMILES	Pol kappa inh	POLI inh	BLM helicase inh	APEX1 inh	Pol beta inh	Pol eta inh	G9a inh	Apoferritin bind	BAZ2B inh
Cc1nn(C)cc1/C=N/NC(=O)c1ccco1	-6%	8%	-2%	-3%	-1%	-5%	2%	0%	-16%
Cc1cccc(N(C)C(=O)CN(C)S(=O)(=O)c2ccc3[nH]c4c(c3c2)CCCC4)c1	-15%	18%	-15%	/	6%	-6%	11µM*	-7%	?
O=C(O)c1cc(NCc2ccccc2)ccc1N1CCOCC1	-2%	-6%	-3%	-2%	8%	-5%	?	0%	4%
COc1ccc(S(=O)(=O)Nc2cc3c(cc2NCc2ccccc2)n(C)c(=O)n3C)cc1OC	-11%	-1%	-2%	/	-3%	-8%	13µM*	-1%	50µM*
C[C@@H]1CN([C@H](C)CO)C(=O)Cc2cc(NC(=O)Nc3ccccc3)ccc2O[C@@H]1CN(C)Cc1ccc2c(c1)OCO2	-3%	-20%	/	-13%	/	-11%	/	/	/
CCOC(=O)C1CCN(c2nc3c(S(=O)(=O)c4ccccc4)nnn3c3ccc(Cl)cc23)CC1	5%	5%	-3%	/	25%	-14%	41%[59 µM]	-15%	-2%
COc1ccc(/C=C/C(=O)NC(=S)N2CCN(c3ccccn3)CC2)cc1OC	-9%	45%	-1%	-3%	4%	-1%	/	-20%	-11%
COc1ccccc1NC(=O)c1c(Nc2ccccc2F)sc(C(=O)Nc2cccc(Cl)c2)c1N	-20%	-1%	-15%	-5%	7%	-11%	?	2%	-34%
Clc1cccc(CN2CCN(Cc3nc(CCc4ccccc4)no3)CC2)c1	-2%	7%	-8%	7%	-8%	-26%	37%	-15%	-5%
Cc1ccc(-c2n[nH]c(=S)n2Cc2ccccc2)cc1	-3%	-6%	-5%	6%	-1%	1%	1.6µM*	-17%	-27%
CN(C(=O)c1cc(S(=O)(=O)N2CCc3ccccc32)cn1C)C1CCCCC1	-8%	-21%	-3%	-1%	18%	-11%	/	-10%	?
Cc1nc(CC(=O)Nc2cccc(C)c2C)cs1	-13%	-15%	-2%	/	5%	-6%	2%[59 µM]	-7%	0%
COc1ccc(CNc2nn[nH]n2)cc1OC	1%	?	3%	2%	11%	-1%	-4%[12.7 µM]	-6%	-30%
O=C(CN(Cc1ccccc1)S(=O)(=O)c1ccc(Cl)cc1)NCC1CCCO1 (stereo unspecified)	-2%	59%[activator]	-5%	-18%	54%	-15%	12%	-6%	3%
COc1ccc(N(C(=O)c2snc(C(N)=O)c2N)C(CC(C)C)C(=O)NCC2CCCO2)cc1 (stereo unspecified)	-5%	23%	-5%	12%	26%	-23%	-7%	1%	3%
Cc1oc(-c2ccccc2)nc1C(=O)Nc1nccs1	-4%	8%	-4%	27%	?	?	?	-23%	5%
COc1ccc(C(=O)NC23CC4CC(CC(C4)C2)C3)cc1OC	-1%	0%	-8%	15%	38%	5%	/	-16%	3%
CC(C)(C)NC(=O)C(c1ccncc1)N(C(=O)c1csnn1)c1cccc2ccccc12 (stereo unspecified)	-2%	85%[activator]	1%	4%	?	-9%	3%	-13%	-17%
C=CCNC(=S)NNC(=O)c1cc(Cl)ccc1OC	-7%	49%[activator]	2%	0%	0%	-12%	9%	-4%	3%
COC(=O)CN(c1ccc(OC)cc1)S(=O)(=O)c1ccc(OC)c(OC)c1	-9%	6%	-2%	-6%	-8%	-7%	8%[12.7 µM]	-2%	3%
CNC(=S)N1CCN(c2ccccn2)CC1	-6%	109%[activator]	0%	2%	?	-6%	20%[59 µM]	-7%	6%
O=C1NCCN1CCNS(=O)(=O)c1ccc(F)cc1	-4%	-7%	2%	3%	1%	-12%	16%	51%[activator]	-2%
Cc1c(N=C2C=CC(=O)c3ccccc32)c(=O)n(-c2ccccc2)n1C	-7%	?	-23%	-6%	?	45µM*	35µM*	-12%	28µM*
CC(C)COc1ccccc1C1CC(=O)Nc2cc3c(cc21)OCO3 (stereo unspecified)	-34%	-6%	-7%	/	9%	-13%	?	-6%	-18%
COc1ccc(Cl)cc1N(CC(=O)NCCSc1ccccn1)S(=O)(=O)c1ccccc1	-2%	31%[activator]	-6%	32%	-2%	-9%	19%	-10%	-2%
O=C1C2C3C=CC(C3=C(c3ccccc3)c3ccccc3)C2C(=O)N1Cc1ccccc1 (stereo unspecified)	4%	15%	0%	4%	0%	3%	40µM*	-8%	-8%
Cc1cc(C)n(C2CC(=O)N(c3cc(Cl)cc(Cl)c3)C2=O)n1 (stereo unspecified)	8%	4%	-1%	3%	3%	-2%	-3%	-12%	4%
CCOC(=O)C1(Cc2cccc(OC)c2)CCN(Cc2cnc(C)s2)CC1	-15%	52%[activator]	3%	-1%	35%	-1%	/	-1%	-5%
CCc1ccccc1NC(=O)CSc1nnc(-c2nonc2NC(C)=O)n1C	4%	12%	1%	/	20%	4%	7%[59 µM]	-13%	-1%
O=C(Nc1ccc(Cl)c(S(=O)(=O)N2CCOCC2)c1)[C@@H]1CCCN1C(=O)c1cccs1	-7%	20%	/	34%	/	-17%	-5%[12.7 µM]	/	-17%
O=C(NC1CCCC1)C(c1ccncc1)N(C(=O)c1csnn1)C1CCCC1 (stereo unspecified)	4%	39%[activator]	0%	4%	-5%	-8%	-7%	-4%	-1%
O=C(NCc1ccc2c(c1)OCO2)C1CCN(S(=O)(=O)c2cccs2)CC1	-6%	21%	-3%	-11%	4%	2%	13%[59 µM]	-9%	9%
Cc1ccc(S(=O)(=O)c2nnn3c2nc(NC2CCCCCC2)c2sccc23)cc1C	1%	-3%	-6%	/	23%	1%	-28%[59 µM]	?	-20%
Cc1cccc(C(=O)NCc2nnc(SC(C)C(=O)Nc3nnc(C)s3)n2C)c1 (stereo unspecified)	0%	52%[activator]	/	0%	/	-3%	-30%	/	-11%
COc1ccc(/C=N/NC(=O)c2ccc(Cn3cc([N+](=O)[O-])cn3)o2)cc1O	-5%	0%	-6%	-2%	1%	?	-20%[12.7 µM]	-3%	1%
COc1c(C)cc(S(=O)(=O)NC2CC(C)(C)NC(C)(C)C2)c(C)c1C	-16%	-12%	2%	8%	?	0%	15%[59 µM]	7%	-2%
